# Screening results deposited in PubChem BioAssay by several laboratories.
# S1P1 ag-PAM: S1P1 (human) agonism or agonism potentiation. P21453. S1P1 CRE-bla cells, forskolin, beta-lactamase FRET, potentiator mode; S1P1 agonist co-added at EC20, 2 nM; 100% = saturating reference agonist, 0% = basal. activation, % at 9.5 µM. 56,000 compounds, 0.57% hits. AID 449;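 active means activation above a cutoff set at the mean activation of all tested compounds plus 3 SD, cut at about 54% in these data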;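 further: forskolin at 4 µM as EC80 and the EC20 agonist is SEW2871; 100% = SEW2871 at its EC100 plus forskolin at EC80; some compounds past the cut are filed as inactive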
# 5HT1E antag: 5-HT1E (human) receptor antagonism; P28566; CHO 5-HT1E Ga15 NFAT-bla reporter, FRET, antagonist; inhibition, % at 6 µM; 65,000 compounds, 0.99% hits; AID 571;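 active means inhibition above a set limit, the mean inhibition across every tested compound plus 3 SD, cut at about 29% in these data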;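 further: signal is the 460 over 535 nm emission ratio of beta-lactamase substrate; 0% = agonist plus DMSO wells and 100% = wells without agonist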
# HTR1E agonist: 5-HT1E (human) receptor agonism; P28566; CHO 5-HT1E Ga15 NFAT-bla reporter, FRET; 0% DMSO wells, 100% control agonist wells; activation, % at 6 µM; 65,000 compounds, 0.69% hits; AID 574;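 active means activation above a set limit, the screen-wide mean activation plus 3 SD, cut at about 8.5% in these data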;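 further: 100% = positive control agonist at 1 µM giving full maximal response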
# HTR1A agonist: 5-HT1a (human) receptor agonism; AID 567; 65,000 compounds, 0.56% hits; activation, % at 10 µM; P08908; CHO 5-HT1a Ga15 NFAT-bla reporter, FRET ratio; 0% basal, 100% maximal reference agonist;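 active means activation above the screen-wide mean activation plus 3 SD, cut at about 19% in these data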;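 further: 0% = DMSO wells and 100% = 5-CT at EC100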
# Target sequence (P08908 whole entry, looked up): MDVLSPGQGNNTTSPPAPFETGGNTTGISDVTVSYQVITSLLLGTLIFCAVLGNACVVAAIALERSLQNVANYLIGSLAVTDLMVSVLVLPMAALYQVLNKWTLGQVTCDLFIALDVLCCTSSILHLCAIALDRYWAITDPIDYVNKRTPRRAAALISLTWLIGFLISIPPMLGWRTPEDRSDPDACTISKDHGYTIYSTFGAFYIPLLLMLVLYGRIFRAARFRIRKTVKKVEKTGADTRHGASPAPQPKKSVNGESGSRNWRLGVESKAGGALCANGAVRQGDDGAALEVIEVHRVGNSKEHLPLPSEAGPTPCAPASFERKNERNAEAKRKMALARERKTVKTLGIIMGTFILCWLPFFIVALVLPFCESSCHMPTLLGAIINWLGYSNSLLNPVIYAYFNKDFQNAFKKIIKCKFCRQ
# 5-HT1A blocker: antagonists of human 5-HT1a serotonin receptor. P08908. CHO 5-HT1a Ga15 NFAT-bla reporter, antagonist mode. inhibition, % at 10 µM. 62,000 compounds, 0.68% hits. AID 612;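 active means inhibition above the mean of all tested compounds plus 3 SD, cut at about 43% in these data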;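 further: receptor stimulated by 5-CT agonist at 100 nM near EC80; beta-lactamase reporter measured by ratiometric fluorescence of a cleavable substrate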
# Jurkat tox 60K: reduces viability or proliferation of Jurkat cells; 56,000 compounds, 1.2% hits; inhibition, % at 4 µM; AID 463; Jurkat E6.1 viability, ATP luminescence, 48 h;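 active means inhibition above the mean inhibition of all tested compounds plus 3 SD, cut at about 28% in these data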
# M1 ag: agonists of M1 muscarinic receptor | CHO-M1 cells, Fluo-4 calcium fluorescence, agonist mode; hits give high values | B-score at 10 µM | 64,000 compounds, 3% hits | AID 626;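 active means fluorescence rise, raw or as B-score row- and column-corrected plate score, outside the 99.7% band of its plate's samples, either direction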
# S1P3 agonist: S1P3 (human) receptor agonism | AID 373 | activation, % at 4.5 µM | Q99500 | S1P3 NFAT-BLA reporter cells, FRET ratio; relative to 1 µM S1P, basal subtracted | 60,000 compounds, 0.1% hits;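 active means activation above the screen-wide mean plus 3 SD, cut at about 4.5% in these data, passing the limit was not always enough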; further: some compounds called inactive have numbers as strong as hits
# Target sequence (Q99500 whole entry, looked up): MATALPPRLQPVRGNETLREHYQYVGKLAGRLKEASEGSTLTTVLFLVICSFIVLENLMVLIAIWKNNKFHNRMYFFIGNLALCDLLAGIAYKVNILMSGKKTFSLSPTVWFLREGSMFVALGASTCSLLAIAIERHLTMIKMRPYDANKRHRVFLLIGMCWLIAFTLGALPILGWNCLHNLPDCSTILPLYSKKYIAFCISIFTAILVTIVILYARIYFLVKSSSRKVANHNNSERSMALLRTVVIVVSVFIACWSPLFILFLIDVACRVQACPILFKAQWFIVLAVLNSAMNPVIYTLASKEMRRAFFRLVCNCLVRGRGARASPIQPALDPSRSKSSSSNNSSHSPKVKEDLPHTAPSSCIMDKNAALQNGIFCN
#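 Assay system: stable CHO line with human S1P3, Gα16, NFAT-BLA reporter; Detection: FRET β-lactamase substrate fluorescence, excitation 405 nm, 460/535 nm emission ratio, background-subtracted; Read-out: percent activation versus median 1 µM S1P response, basal-subtracted, per plate; Incubation: cells plated overnight, compound 4 h 37 °C, substrate 2 h RT.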
# M1 antagonist: blocks the rat M1 muscarinic receptor response to acetylcholine; P08482; CHO-M1 cells, Fluo-4 calcium, ACh EC80 antagonist mode; hits give low values; B-score at 10 µM; 64,000 compounds, 3.4% hits;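 active means calcium fluorescence response, raw or row-and-column corrected B-score, differing from the plate sample mean either way at a set confidence level, mostly lower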
# * hit, by the source's call; / = no result given.
compound	5HT1E antag	HTR1E agonist	Jurkat tox 60K	S1P1 ag-PAM	HTR1A agonist	S1P3 agonist	M1 antagonist	M1 ag	5-HT1A blocker
COc1ccccc1NC(=O)Cn1nnc(-c2ccccc2NC(=O)c2ccco2)n1	15	1.0	4	-7	3.5	0.1	0.075	-0.0028	1
CCn1ccc(C(=O)Oc2ccc(C(C)C)cc2)n1	-6	-0.1	2	0	-0.5	0.3	0.027	0.033	1
COc1ccc(S(=O)(=O)NC2CCCCC2)c(C)c1C	0	-1.4	-2	11	0.2	0.0	0.076	0.84	3
O=C(NCc1ccccc1F)C1CCCN(C(=O)NC2CCCCC2)C1 (configuration not stated)	-5	0.3	0	18	-1.4	-0.2	0.63	-0.63	14
CCCCCCn1c(CN2CCN(C(=O)OCC)CC2)nc2c1c(=O)n(C)c(=O)n2C	-2	-0.8	-2	-12	-2.1	-0.7	-0.38	0.0028	-2
Cn1c(=O)[nH]c(=O)c2c1nc(CN1CCN(c3cccc(Cl)c3)CC1)n2CCCc1ccccc1	-10	0.8	-10	-32	3.2	0.1	0.69	0.51	1
O=C(CCC(=O)N1CCCC1)Nc1nnc(C2CCCCC2)s1	-3	0.6	-7	-14	1.7	-1.4	0.29	-0.36	-4
CCOc1cc(C(=O)NC(C)COC)cc(OCC)c1OCC (configuration not stated)	11	-0.6	8	7	-0.8	-1.1	-0.0088	0.27	11
COC(=O)C(C(=O)Nc1ccccc1C)C1CCCC1 (configuration not stated)	-2	0.7	-1	-17	-2.5	-0.6	0.52	-0.7	1
CCCCN1CCc2c([nH]c3ccccc23)C1=O	-10	1.0	6	-10	-1.4	-0.9	-1.7	1.3	6
NC(=O)CC1(CC(=O)O)CCCCC1	6	0.6	-3	9	1.5	-1.1	-0.21	0.43	5
COc1ccc(CCNC(=O)c2nnn(-c3ccccc3OC)c2N)cc1OC	0	0.1	-1	-4	-0.2	-1.1	0.57	0.087	3
CCC1CCCCN1S(=O)(=O)c1ccc(C(=O)Nc2nnc(-c3cccs3)o2)cc1 (configuration not stated)	-1	-0.1	82*	-1	0.6	-0.3	0.15	-1.4	5
COc1ccc(C)c2sc(=NC(=O)C(C)C)n(C)c12	-1	0.2	0	-30	-5.2	-0.5	0.033	0.56	0
CN(CC(=O)N1CCCCC1)S(=O)(=O)c1cccc2cccnc12	-1	0.1	-6	-30	-0.2	0.3	0.73	-1.7	0

# As a working copy, five of the compounds above:
compound	5HT1E antag	HTR1E agonist	Jurkat tox 60K	S1P1 ag-PAM	HTR1A agonist	S1P3 agonist	M1 antagonist	M1 ag	5-HT1A blocker
COc1ccccc1NC(=O)Cn1nnc(-c2ccccc2NC(=O)c2ccco2)n1	15	1.0	4	-7	3.5	0.1	0.075	-0.0028	1
CCn1ccc(C(=O)Oc2ccc(C(C)C)cc2)n1	-6	-0.1	2	0	-0.5	0.3	0.027	0.033	1
COc1ccc(S(=O)(=O)NC2CCCCC2)c(C)c1C	0	-1.4	-2	11	0.2	0.0	0.076	0.84	3
O=C(NCc1ccccc1F)C1CCCN(C(=O)NC2CCCCC2)C1 (configuration not stated)	-5	0.3	0	18	-1.4	-0.2	0.63	-0.63	14
CCCCCCn1c(CN2CCN(C(=O)OCC)CC2)nc2c1c(=O)n(C)c(=O)n2C	-2	-0.8	-2	-12	-2.1	-0.7	-0.38	0.0028	-2

# Remaining list, next part
compound	5HT1E antag	HTR1E agonist	Jurkat tox 60K	S1P1 ag-PAM	HTR1A agonist	S1P3 agonist	M1 antagonist	M1 ag	5-HT1A blocker
c1ccc(-c2cc3c(ccc4nonc43)nn2)cc1	-6	-0.1	-13	-26	-0.9	-1.2	0.0099	-0.0093	-5
CCn1c(CCC(=O)Nc2nc3c(s2)CCCC3)nc2cc(S(=O)(=O)N(C)C)ccc21	-4	0.5	4	5	-3.9	-1.3	-0.28	-0.68	13
CC(C)CNC(=O)c1noc2c1CCCC2	-3	-0.1	-8	-11	-0.3	0.3	1.2	0.074	-18
CCOC(=O)CC(=O)CSc1nc(N)c(C#N)c(-c2ccc(Cl)cc2)c1C#N	15	-0.1	/	-22	3.5	-6.2	0.22	-1.2	/
c1ccc(CC2CCN(c3nc(N4CCOCC4)nc(N4CCOCC4)n3)CC2)cc1	-2	0.9	-3	/	-1.9	-0.7	-0.27	-0.43	17
COc1cccc(CN2CCN(CC(=O)Nc3ccccc3Cl)CC2)c1	-11	-0.2	-7	-16	-1.9	0.1	-0.22	-0.0046	2
COc1cc2nc(C)sc2cc1SC	-11	1.2	-2	18	-2.0	-0.7	0.36	0.011	-3
CC1=C(C(=O)Nc2ccccn2)C(c2cccnc2)n2nnnc2N1 (configuration not stated)	-2	0.7	-1	-32	-4.9	-0.9	-0.92	-0.88	-4
COc1ccc(-c2cc(C(=O)N3CCCc4ccccc43)no2)cc1	17	-0.3	0	42	-2.0	-0.6	0.11	0.64	8
Cc1occc1C(=O)Nc1nccs1	3	0.7	-5	1	-0.8	0.6	-0.34	-0.23	6
CCOC(=O)c1c(C)nc2c(C#N)cnn2c1C	5	1.6	-6	/	1.2	0.5	-0.41	0.038	-5
CCOC(=O)CCNCC1COc2ccccc2O1 (configuration not stated)	10	5.4	0	-10	13	-0.7	0.89	0.63	20
COC(C)(C)[C@]12CC(O)(c3ccccc3)ON1[C@H]1CCCCC1N2O (some centres not stated)	-9	-0.1	-1	-10	1.3	-0.4	0.1	0.34	-3
CC(=O)c1cccc(N(CC(=O)O)S(C)(=O)=O)c1	5	-0.9	-4	-11	-2.3	-0.1	1.1	0.41	12
CCOC(=O)c1ccccc1OCc1cc(/C=N/n2cncn2)ccc1OC	4	-0.4	/	-12	1.1	-2.3	-1.1	9.7	/
O=C(NCc1n[nH]c(=S)n1-c1ccc(F)cc1)c1ccc(S(=O)(=O)N2CCCC2)cc1	7	0.7	/	/	-2.8	/	0.26	-0.74	10
O=C(Cc1ccccc1)Nc1nonc1NC(=O)c1ccccc1	5	-0.2	12	-7	-0.6	-1.8	0.25	0.77	3
O=C(NCCCN1CCCCCC1)c1ccc2c(c1)NC(=O)C(N1CCOCC1)S2 (configuration not stated)	-8	-1.2	-2	-8	-0.7	-1.2	-1.3	-0.036	0
COCCNC(=O)c1cc2c(-c3ccc(Cl)cc3)nn(C)c2s1	4	0.6	-1	-56	-0.3	2.4	0.079	-0.077	8
COc1cc2[nH]c(=S)n(C3CCCC3)c(=O)c2cc1OC	-3	1.3	-3	-56	-2.0	-0.4	-1.3	0.46	-24
COC(=O)c1[nH]c2ccccc2c1NS(=O)(=O)c1ccc(OC)cc1OC	-13	0.7	-2	-15	-1.7	0.0	-0.17	-0.41	-9
N#C/C(=C\c1cccs1)Sc1nc2ccccc2s1	11	-0.1	-9	23	-2.5	-0.3	0.15	-1.6	4
CCOC(=O)c1ccc(NC(=O)Oc2ccccc2)cc1	-4	0.7	4	16	-3.0	-2.5	/	/	6
O=C(NCCNC(=O)c1ccco1)c1cccc(F)c1	4	-1.4	1	-3	-2.9	0.2	-0.18	-0.00055	-5
CCC(C)C(=O)Nc1c2c(nc3c1CCC3)CCCC2 (configuration not stated)	-16	-0.2	1	-9	-2.9	-1.0	1.2	0.52	7
CCOC(=O)C1CCN(C(=O)Cc2c(C(=O)O)n(C)c3ccccc23)CC1	10	117*	-2	3	0.1	-0.5	-0.35	0.029	2
c1csc(-c2noc(COc3ccc4c(c3)CCCC4)n2)c1	7	0.3	4	25	0.4	-0.9	-0.54	-0.73	-7
O=C(Oc1cccc(NC(=O)c2ccco2)c1)c1cccc(S(=O)(=O)N2CCCC2)c1	3	0.5	6	0	1.9	-1.1	/	/	-2
Cc1ccc2cc(CN(Cc3ccccc3)Cc3nnnn3C3CCCC3)c(=O)[nH]c2c1	-3	-0.2	3	1	-1.7	0.2	0.16	0.66	5
O=C(COC(=O)c1ccco1)Nc1ccc2c(c1)OCO2	-8	0.7	0	24	-1.1	0.3	-0.34	0.89	-3
c1cncc(-c2nnc(SCc3cccc4ccccc34)o2)c1	4	0.6	0	-4	-2.4	0.3	-0.64	-1.4	-18
CN(CCC#N)C(=O)CSc1ncnc2sc(-c3ccccc3)cc12	6	0.0	3	9	-2.6	0.6	0.47	0.89	2
Cc1ccc(NS(=O)(=O)c2cc(C(=O)O)ccc2Cl)cc1	6	1.1	/	/	-0.6	/	0.41	0.38	-3
COc1cccc(NC(=O)C2CCCN2C(=O)Nc2cccc(F)c2)c1 (configuration not stated)	9	-0.5	-7	28	-3.2	-1.0	0.19	0.65	18
CCS(=O)(=O)N1CCC(C(=O)NCCc2ccccc2)CC1	-4	0.7	2	-23	-1.6	1.3	0.81	0.14	-7
COc1ccc(-n2c(COc3ccccc3)nnc2SCC(N)=O)cc1	3	1.2	-8	-3	2.4	-0.4	/	/	-2
Cn1c(=O)[nH]c(=O)c2c1nc(CN1CCOCC1)n2CCCO	2	-0.1	6	4	-4.5	-0.8	-0.014	-1.3	0
CCOc1ccc(-c2nn3c(-c4ccc(OC)cc4)nnc3s2)cc1	-8	-0.3	/	24	-2.3	-3.2	-0.07	0.21	/
CC1=C(C#N)C(=O)NC(C)(C)C1	-1	-0.1	0	-10	-5.0	-1.0	0.63	-0.53	0
CCCC1C2CN(C(C)=O)CC=C2C(C#N)=C(N)C1(C#N)C#N (configuration not stated)	0	0.6	-1	-9	-0.9	-0.7	-0.12	-0.15	-1
COc1ccc(OC)c(-c2cc(C(=O)Nc3c(C)nn(Cc4ccc(Cl)cc4)c3C)no2)c1	17	0.1	1	53	2.4	-1.4	0.31	0.31	-12
CCN(CC)CCCN1C(=O)C(O)=C(C(=O)c2cc3cccc(OC)c3o2)C1c1ccncc1 (configuration not stated)	-5	0.3	-8	4	-3.5	-0.6	0.011	-0.06	4
CC(C)Oc1ccc(NC(=O)c2ccncc2)cc1	2	0.5	13	-10	-4.4	0.1	-1.2	-1.2	-13
O=C(COC(=O)C1CC(=O)N(c2ccc3c(c2)OCCO3)C1)Nc1ccc2c(c1)CCC2 (configuration not stated)	-2	-0.2	-6	-9	-1.7	-0.5	0.74	-0.29	8
CC(C)OC(=O)CCNc1n[nH]c(=O)[nH]c1=O	1	-0.4	/	-12	2.0	-3.9	-0.18	-0.0099	/
CCOc1ccc(NC(=O)N(CCN2CCOCC2)Cc2ccc3c(c2)CCCN3CC)cc1	-6	0.1	3	5	-4.3	-0.3	0.58	0.22	-10
COCCn1nnnc1C(c1cccs1)N1CCN(c2ccccc2)CC1 (configuration not stated)	1	-1.3	-5	7	0.2	0.1	0.58	-0.62	-5
O=C(CN1CC(=O)Oc2ccccc21)OCC(=O)c1cccc(Br)c1	-6	0.5	4	-11	-1.9	-0.5	-0.057	-0.072	-9
COc1ccc(C)cc1S(=O)(=O)Nc1ccccc1C	-6	0.4	-1	-40	-2.5	-0.3	0.16	-0.031	6
